# APJ antagonist = blocks the human apelin receptor APJ; P35414; CHO-K1 APJ beta-arrestin complementation, luminescence; inhibition, % at 20 µM; hit rate 0.32% among 330,000;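 active = inhibition above about 40% at 20 µM, limit read from the data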;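 note: cells challenged with 10 nM apelin-13 agonist together with compound; plate controls were apelin-13 plus DMSO wells for no effect and DMSO wells lacking apelin-13 for full effect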
# Target sequence (P35414 whole entry, looked up): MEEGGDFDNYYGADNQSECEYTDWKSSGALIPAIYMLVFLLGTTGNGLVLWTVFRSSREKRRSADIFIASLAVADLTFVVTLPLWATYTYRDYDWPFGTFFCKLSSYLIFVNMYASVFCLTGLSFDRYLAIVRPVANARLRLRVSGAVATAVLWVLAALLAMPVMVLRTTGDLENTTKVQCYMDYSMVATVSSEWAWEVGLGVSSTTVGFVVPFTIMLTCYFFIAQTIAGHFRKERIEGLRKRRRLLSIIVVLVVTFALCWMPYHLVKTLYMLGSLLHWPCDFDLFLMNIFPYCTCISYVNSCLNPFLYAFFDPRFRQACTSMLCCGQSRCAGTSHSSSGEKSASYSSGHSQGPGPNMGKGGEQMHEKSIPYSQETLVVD
# GRIN3A LBD mod = modulators (binders) of human NR3A ligand-binding domain; NR3A LBD differential scanning fluorimetry, Tm shift; 0% = protein alone, 100% = glycine-bound protein; hit rate 2.5% among 340,000; Tm shift relative to glycine control, % at 25 µM; AID 1259313;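 active = melting temperature shift of at least 10% of the positive control shift, at one fixed dose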
# tim23-1 inh = tim23-1 yeast growth inhibition; S. cerevisiae tim23-1 growth, BacTiter-Glo luminescence, 24 h; inhibition, % at 20 µM; hit rate 1.3% among 330,000;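 active = growth inhibition of the mutant yeast at or above 50%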;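 note: temperature-sensitive mutant grown at 25 °C; plate controls were DMSO-treated mutant yeast for no effect and medium wells lacking yeast for full effect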
# NLRP3 yeast inh = blocks the NALP3 inflammasome reconstituted in yeast; Yeast reconstituted NLRP3/ASC/caspase-1, beta-gal luminescence, 24 h; inhibition, % at 10 µM; hit rate 0.39% among 330,000; AID 2825;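 active = inhibition of 50% or more; inactive = inhibition below 50%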;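 note: plate controls were induced DMSO wells for no effect and uninduced yeast grown without galactose for full effect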
# MPTP inh = permeability transition pore inhibition; hit rate 1.4% among 360,000; AID 602449; isolated mouse mitochondria, Ca2+ swelling absorbance, 30 min; inhibition, % at 10 µM;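 active = inhibition of 50% or more, scaled per plate between neutral and stimulator controls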;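 note: 0% = DMSO wells given calcium and 100% = 1 mM EGTA wells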
# APJ agonist = agonists of human APJ apelin receptor; P35414; CHO-K1 APJ PathHunter beta-arrestin, luminescence; 0% DMSO wells, 100% apelin; activation, % at 20 µM; hit rate 0.11% among 330,000;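 active = activation more than six SD over the plate average, tested at 20 µM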;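 note: 0% = DMSO alone and 100% = apelin-13 at 10 nM; some results filed as inactive read as strong as hits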
#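 Test system: CHO-K1 APJ beta-arrestin complementation cell line | Compound: Single test compound dose, 20 µM final, 1% DMSO | Incubation: Compound 90 min 25 °C, reagent 1 h | Measured by: beta-gal luminescence | Read-out basis: APJ–arrestin association signal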
# tim10-1 inh = growth inhibitors of tim10-1 mutant yeast; S. cerevisiae tim10-1 ts strain growth, BacTiter-Glo, 24 h; inhibition, % at 20 µM; hit rate 2.2% among 330,000; AID 463190;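 active = inhibition of at least 40%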;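 note: mutant grown at 25 °C; 0% = DMSO wells with yeast and 100% = wells holding no yeast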
# TIM10 inh = growth inhibitors of TIM10 yeast strain; S. cerevisiae TIM10 strain growth, BacTiter-Glo luminescence, 24 h; inhibition, % at 10 µM; hit rate 1.4% among 330,000;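 active = inhibition of 40% or more at the single tested concentration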;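 note: wild-type TIM10 isogenic control strain grown at permissive 25 °C; 0% = DMSO yeast wells and 100% = minimal medium wells without yeast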
# MIN6 prolif = MIN6 beta-cell proliferation induction; MIN6 cells proliferation, ATPlite luminescence, 48 h; cells starved in 0.2% serum; 100% = growth in 10% serum; proliferation, % at 10 µM; hit rate 0.29% among 330,000;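 active = compounds whose signal lies at least 3.5 SD above the mean of all wells on their plate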;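 note: 0% = DMSO-treated cells in low-serum medium and 100% = 10% serum control; some compounds called inactive have numbers as strong as hits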
# Active calls of the source: *; . = no result given. Random draw from the library. Share with any hit: about 7.2%.
SMILES	APJ antagonist	APJ agonist	NLRP3 yeast inh	MPTP inh	GRIN3A LBD mod	TIM10 inh	tim10-1 inh	MIN6 prolif	tim23-1 inh
CC1(C)NC(=O)N(CC(O)COc2ccccc2[N+](=O)[O-])C1=O (centres undefined)	-8.7	-2.9	15.5	-2.2	-1.6	25.1	-4.1	1.8	-0.2
CSCCC(NC(=O)c1ccco1)C(=O)OCC(=O)Nc1sccc1C#N (centres undefined)	-36.0	15.2	12.9	.	.	5.9	7.9	-5.2	29.6
Cc1nn(-c2ccccc2)c(C)c1/C=N/NC(=O)CSc1nnc(SCc2ccccc2Cl)s1	7.7	-3.6	19.9	3.3	11.1*	15.7	4.0	-4.8	10.2
CCCCC[C@H](O)/C=C/[C@@H]1[C@@H](C/C=C\CCCC(=O)O)[C@H]2CO[C@@H]1C2	4.3	-4.5	-7.5	-0.7	-0.6	7.0	9.1	1.7	-6.4
Cc1cc(C)n2nc(C(=O)N3CCOCC3)nc2n1	-7.0	0.0	20.7	-1.4	0.8	-8.5	2.3	0.4	19.2
COc1ccccc1NC(=S)NC(NC(=O)CC(C)C)C(Cl)(Cl)Cl (centres undefined)	-2.1	-2.7	6.5	1.9	-1.9	4.3	5.3	-5.0	12.0
COc1ccc(S(=O)(=O)N2CCCCC2)cc1NC(=O)c1ccc(=O)[nH]c1	11.8	-2.4	16.6	-2.5	-0.6	-1.7	-6.3	-4.8	-2.7
COP(=O)(OC)C(NC(=O)Nc1ccccc1)c1ccccc1 (centres undefined)	-0.7	-2.2	-3.8	0.2	0.3	-18.9	-8.8	-0.4	7.3
Cc1nnc(NC(=O)c2cccc(S(=O)(=O)N3CCN(C)CC3)c2)s1	6.6	6.0	13.2	-1.6	-1.6	10.1	-20.0	2.6	-2.3
CCCCC(O)CN1CCC(c2ccccc2)CC1 (centres undefined)	-5.6	-9.1	-1.9	-0.4	4.2	4.8	5.5	1.0	7.7
COc1ccc(C2(C(=O)NCc3ccco3)CCCC2)cc1OC	3.0	-2.6	12.2	-0.2	1.6	5.4	14.3	-0.1	19.7
O=C1NCCCc2nonc21	3.3	1.9	8.2	-1.0	-1.1	0.3	15.7	-3.8	20.7
COc1cccc(CNC(=O)C2CCCN(c3nc4ccccc4o3)C2)c1 (centres undefined)	18.2	-4.7	0.6	-1.3	-2.3	-1.6	28.7	3.6	27.2
N#Cc1ccccc1S(=O)(=O)N1CCN(C(=O)c2cc3c(s2)CCC3)CC1	14.4	-1.7	3.9	-2.4	-2.1	5.4	26.4	-1.7	12.7
CSc1nn(-c2ccc(C(=O)OCC(=O)NC(=O)NC(C)C)cc2)c(=S)s1	5.9	-1.5	23.7	0.8	0.0	12.4	31.8	0.0	15.5
COCCSc1ccccc1C(=O)N1CCOCC1	-8.4	-5.8	-3.1	-1.8	-4.4	-4.9	5.2	-1.5	11.0
Cc1nc2sc(C(N)=O)c(N)c2c2c1CCCC2	-12.8	-3.9	29.4	0.7	-0.2	10.5	27.4	0.3	14.0
CCc1nnc(SCC(=O)Nc2nc(C)c(C(=O)N(C)C)s2)n1CC	-31.5	-4.2	19.2	-2.4	4.6	-5.5	-22.3	-0.8	-5.8
CCOC(=O)c1sc(=S)n(-c2ccccc2)c1N	11.8	-3.7	12.3	1.6	-0.2	-1.4	-0.2	-0.1	1.2
CCO/C=C1/C(=O)N(C(C)=O)c2ccccc21	2.1	-2.5	13.4	1.5	-1.3	-5.8	13.4	0.0	17.3
CC1CCC/C(=C\Nc2ccc(C(=O)O)c(O)c2)C1=O (centres undefined)	5.1	-2.9	-9.4	2.1	-0.2	-3.4	6.6	-2.7	0.2
Cc1ccc(/C=N/NC(=O)CSc2nc3ccccc3[nH]2)o1	22.2	-1.3	-1.2	0.7	-0.7	10.4	2.6	-3.6	2.4
O=C(CNS(=O)(=O)c1ccc2ccccc2c1)OCc1nnc(-c2ccccc2)o1	11.3	2.1	26.3	2.3	-0.5	-7.1	13.4	-2.3	13.9
CC(C)Cc1nnc(NC(=O)CCC(=O)N2CCN(c3ccccc3)CC2)s1	5.1	-3.9	7.0	0.7	0.1	6.1	2.3	0.3	-1.3
CCNC(=S)N(Cc1cc2c(C)ccc(C)c2[nH]c1=O)C1CCCC1	25.9	-2.8	3.1	-1.0	-2.4	3.4	9.5	-2.0	-0.6
CN(C)/C=C/C(=O)c1ccncc1	3.4	-0.8	-4.9	-1.6	0.9	-20.1	6.0	-0.7	11.1
Cc1nc2cc(NS(=O)(=O)c3cccc4cccnc34)ccc2s1	-10.4	-1.0	20.8	-0.7	0.1	-1.2	11.4	-1.3	19.8
Cc1ccc(NC(=O)CSc2ncn[nH]2)c([N+](=O)[O-])c1	0.7	0.9	7.2	-1.3	-0.8	-2.4	6.9	-2.9	7.7
CC(C)C(=O)Nc1cccc(C(=O)Nc2ccc(S(=O)(=O)N3CCOCC3)cc2)c1	5.3	-1.0	17.3	-0.6	0.7	-0.8	2.6	-1.2	7.9
Cc1cc2nc(/C=C/c3cccnc3)[nH]c2cc1C	-10.4	3.4	24.5	-0.1	-24.5	51.2*	-3.8	-3.6	37.5
Nc1ccc(Sc2ccccc2CC(=O)O)cc1	9.4	-3.7	7.6	.	.	-0.9	2.8	-2.5	13.3
CC(=O)N1CCc2cc(S(=O)(=O)NCCC(=O)NCCc3ccc(C)cc3)ccc21	6.6	4.5	-9.9	13.1	-0.7	14.8	-4.4	-3.5	0.4
Cc1ccc(NC(=O)N2C3CCCC2CC(NC(=O)C2CC2)C3)cc1 (centres undefined)	19.0	-4.0	-1.7	-2.0	-0.2	-12.1	7.9	-0.2	6.1
Cc1ccc(CN2C(=O)C(=O)N(CC(N)=O)C2=O)cc1	-9.5	-0.4	19.0	-0.6	-2.3	6.6	16.0	0.7	8.7
Cc1c(NC(=O)CC2NC(=O)NC2=O)c(=O)n(-c2ccccc2)n1C (centres undefined)	-1.3	-2.4	0.9	.	.	-1.9	7.4	2.6	-10.7
COc1ccccc1CNC(=O)Cn1cc([N+](=O)[O-])ccc1=O	14.1	3.8	-0.5	-1.2	3.3	-4.9	0.6	1.8	9.4
Cc1nn(C)c(=O)n1-c1ccc(OCc2ccccc2)cc1	18.7	-2.7	4.0	1.4	-1.4	-0.4	17.6	-0.1	11.6
CCN(CC)S(=O)(=O)c1ccc(NC2CCN(Cc3ccccc3)CC2)nc1	9.1	0.3	15.2	-1.5	-0.1	9.6	-5.9	-1.9	-9.1
CCn1cc(/C=C2/SC(=S)NC2=O)c(C)n1	7.9	-4.7	6.5	-0.6	-1.3	15.7	14.7	0.1	6.0
Cc1ccc([N+](=O)[O-])cc1NC(=O)C1CCCC1	-1.8	-1.0	11.9	-0.5	-1.2	-6.0	-3.5	0.1	3.9
CN1CCN(c2ccc(NC(=O)c3ccc4c(c3)OCCO4)cc2Cl)CC1	8.1	-2.2	23.7	0.2	-2.3	-6.4	-2.6	-2.5	-1.0
CC1C/C(=C/c2cccn2C)C(=O)/C(=C/c2cccn2C)C1 (centres undefined)	19.9	-11.5	11.5	2.7	0.2	30.3	32.7	-4.8	25.0
O=C(NC1CCCCC1)c1cc(S(=O)(=O)N2CCCC2)ccc1Cl	12.0	-0.4	2.3	-0.3	1.1	14.9	-16.9	-0.5	10.3
COc1ccc(/C(C)=N/Nc2cccc(C(=O)O)c2)cc1OC	8.0	-2.2	-5.6	-0.3	-1.2	0.4	10.8	-1.0	-1.9
Cc1onc(-c2ccccc2)c1C(=O)Nc1nnc(N2CCCCCC2)s1	-2.7	-3.0	8.4	0.0	-5.2	19.0	19.6	-4.1	15.0
Nc1ccc(Sc2ccccc2)nc1	16.6	-2.6	13.6	1.5	2.4	-10.2	1.9	-1.9	-21.7
Cc1ccc(C(=O)C(c2ccccc2)N2Cc3ccccc3C2=N)cc1 (centres undefined)	23.3	9.0	-62.8	40.0	-20.4	36.3	34.5	-6.3	29.4
CCOc1ccc(NC(=O)CSc2nnc(Cc3ccccc3)c(=O)n2N)cc1	17.0	14.2	18.2	1.1	0.2	-0.2	5.4	-5.3	22.1
O=[N+]([O-])c1ccc(Sc2ccccc2)nc1	-5.0	1.9	10.8	9.0	-5.5	-5.0	-1.2	-0.9	17.6
CCN(c1ccccc1)S(=O)(=O)c1ccc(C(=O)NCCCn2ccnc2)cc1	-10.7	-2.9	2.8	-0.8	0.3	-5.3	7.3	-1.7	-3.3
COc1ccc(Nc2nc(-c3cccs3)nc3ccccc23)cc1S(=O)(=O)N1CCOCC1	8.3	-1.4	3.4	5.8	5.2	20.2	7.1	-3.3	34.3
COc1cc(/C=N/NC(=O)c2cccc(S(=O)(=O)N3CCCC3)c2)cc(OC)c1O	-0.3	3.8	-16.3	0.4	7.3	-3.8	-13.0	-4.3	-15.0
CC1CN(C(=O)Nc2ccc(Br)cc2Cl)CC(C)O1 (centres undefined)	11.2	-3.7	10.6	-0.7	-0.7	-8.8	5.2	-1.8	-3.4
COc1ccc(N2CCN(C(=O)Cn3cnc4c3c(=O)n(C)c(=O)n4C)CC2)cc1	-5.0	-2.6	14.5	-0.8	4.0	1.3	-2.5	-1.0	0.4
Cc1ccc(C)c(NC(=O)NCCN2CCCCC2)c1	10.3	-3.2	4.2	0.0	-1.2	2.3	-10.4	-1.6	-6.5
CCOC(=O)Cc1csc(NC(=O)c2sc3nc4cc(C)ccc4cc3c2N)n1	13.6	-3.7	14.4	-0.7	28.0*	16.9	-7.1	-3.9	23.1
CC(CN1CCOCC1)OC(=O)C(C)(c1ccccc1)c1ccccc1 (centres undefined)	19.6	-4.3	1.9	-0.7	0.9	15.7	21.6	1.3	-7.4
CCOC(=O)C1CCCN(C(=O)c2sc3nc(-c4ccc(F)cc4)cn3c2C)C1 (centres undefined)	-20.2	-1.5	12.8	2.5	0.4	55.7*	52.7*	0.5	41.0
CC(C)(C)c1ccc(-c2nn(CCC#N)cc2/C=N/O)cc1	1.0	0.3	21.0	0.5	-1.1	12.0	14.2	0.9	21.3

# Another view of part of the listing above.
# Values in the order – APJ antagonist, APJ agonist, NLRP3 yeast inh, MPTP inh, GRIN3A LBD mod, TIM10 inh, tim10-1 inh, MIN6 prolif, tim23-1 inh
O=[N+]([O-])c1ccc(Sc2ccccc2)nc1
→ -5.0, 1.9, 10.8, 9.0, -5.5, -5.0, -1.2, -0.9, 17.6
O=C(NC1CCCCC1)c1cc(S(=O)(=O)N2CCCC2)ccc1Cl
→ 12.0, -0.4, 2.3, -0.3, 1.1, 14.9, -16.9, -0.5, 10.3
COc1ccc(N2CCN(C(=O)Cn3cnc4c3c(=O)n(C)c(=O)n4C)CC2)cc1
→ -5.0, -2.6, 14.5, -0.8, 4.0, 1.3, -2.5, -1.0, 0.4
COc1ccc(Nc2nc(-c3cccs3)nc3ccccc23)cc1S(=O)(=O)N1CCOCC1
→ 8.3, -1.4, 3.4, 5.8, 5.2, 20.2, 7.1, -3.3, 34.3

# Compound profiles, from the list above. Screens in order: APJ antagonist	APJ agonist	NLRP3 yeast inh	MPTP inh	GRIN3A LBD mod	TIM10 inh	tim10-1 inh	MIN6 prolif	tim23-1 inh
# Profile of COc1ccc(N2CCN(C(=O)Cn3cnc4c3c(=O)n(C)c(=O)n4C)CC2)cc1 : -5.0	-2.6	14.5	-0.8	4.0	1.3	-2.5	-1.0	0.4
# Profile of CCOC(=O)Cc1csc(NC(=O)c2sc3nc4cc(C)ccc4cc3c2N)n1 : 13.6	-3.7	14.4	-0.7	28.0*	16.9	-7.1	-3.9	23.1

# Assay outcomes as filed in PubChem BioAssay.
